Screening data from PubChem BioAssay.
HTR5A ag – HTR5A agonists in luminescence cell assay, primary screen, counter-screen for OPRM1-OPRD1 heterodimer agonist project, full-deck HTS; 5-hydroxytryptamine receptor 5A (Homo sapiens), P47898; cell-based; activation, % at 9.3 µM; 340,000 tested, 0.61% active; in the data active means activation mostly above about 9.5%, no sharp cut-off; inactive means mostly below about 7.6%;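 further: 0% = cells with vehicle only and 100% = reference agonist; strong numbers were not always called active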
OPRM1-OPRD1 ag – agonists of OPRM1-OPRD1 heterodimerization, primary screen, cell-based, luminescence | activation, % at 9.3 µM | AID 504326, 2011 | cells | 340,000 tested, 0.3% active; in the data active means activation above about 18%;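 further: 0% = vehicle-treated cells and 100% = reference agonist; values of inactives mirror those of a sister screen read the other way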
Target sequence (P35372 whole entry, looked up): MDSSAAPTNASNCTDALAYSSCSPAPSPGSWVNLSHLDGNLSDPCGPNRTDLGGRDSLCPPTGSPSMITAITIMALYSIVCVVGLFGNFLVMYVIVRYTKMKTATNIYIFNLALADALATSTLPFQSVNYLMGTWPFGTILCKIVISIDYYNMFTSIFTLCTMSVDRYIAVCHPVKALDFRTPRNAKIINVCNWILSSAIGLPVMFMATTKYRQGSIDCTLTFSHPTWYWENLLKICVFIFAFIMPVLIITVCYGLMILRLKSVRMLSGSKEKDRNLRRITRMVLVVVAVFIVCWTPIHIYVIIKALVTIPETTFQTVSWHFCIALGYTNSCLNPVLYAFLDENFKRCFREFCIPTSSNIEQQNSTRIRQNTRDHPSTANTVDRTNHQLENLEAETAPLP
Target sequence (P41143 whole entry, looked up): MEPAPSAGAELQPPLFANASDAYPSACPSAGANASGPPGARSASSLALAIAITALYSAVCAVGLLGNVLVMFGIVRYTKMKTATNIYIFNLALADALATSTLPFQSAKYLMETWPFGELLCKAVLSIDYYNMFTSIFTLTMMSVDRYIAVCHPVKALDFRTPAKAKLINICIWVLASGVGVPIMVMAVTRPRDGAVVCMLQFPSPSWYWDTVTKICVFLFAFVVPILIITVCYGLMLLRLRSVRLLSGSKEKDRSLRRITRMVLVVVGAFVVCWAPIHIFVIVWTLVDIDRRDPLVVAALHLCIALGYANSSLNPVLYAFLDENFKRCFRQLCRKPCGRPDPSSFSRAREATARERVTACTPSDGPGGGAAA
LANA DNA inh – inhibitors of KSHV C-LANA binding to DNA, primary screen, biochemical, fluorescence polarization, FAM-LBS DNA, MBP-C-LANA, single point; 340,000 tested, 0.078% active; inhibition, % at 9 µM; AID 504423, 2011; Kaposi's sarcoma herpesvirus LANA C-terminal domain (residues 932-1162) DNA binding;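 active means highest replicate inhibition at or above 60% at 9 µM, even if other replicates fall short; inactive means all replicates below 60% inhibition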;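 further: 0% = neutral control wells and 100% = 4 µM acridine orange control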
CAL-PDZ inh HTS – untagged CAL PDZ binding inhibitors, primary screen, biochemical, fluorescence polarization, HTS; Golgi-associated PDZ and coiled-coil motif-containing protein (Homo sapiens), Q9HD26; AID 602252, 2012; inhibition, % at 24.9 µM; 300,000 tested, 0.92% active; purified CAL PDZ, TMR-peptide fluorescence polarization, 1 h;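 active means mean inhibition of at least 30% with at least half of replicates also reaching 30%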;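 further: 0% = DMSO neutral control and 100% = excess unlabeled competitor peptide PRC23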
V-ATPase pHluor – regulators of yeast V-ATPase proton pumping, primary screen, pHLuorin cytosolic pH fluorescence | S. cerevisiae | response, % at 10 µM | 350,000 tested, 0.37% active | AID 504577, 2011; in the data active means response mostly above about 7.3%, no sharp cut-off; inactive means mostly below about 5.4%; further: actives read high; inactives centre near 0; some compounds called inactive have numbers as strong as hits; reference of the scale not given here
Keap1-Nrf2 PPI – Keap1-Nrf2 protein-protein interaction inhibitors, primary screen, biochemical, fluorescence polarization, single point. Kelch-like ECH-associated protein 1 (Homo sapiens), Q14145. Keap1 Kelch-Nrf2 peptide fluorescence polarization, 1536-well. inhibition, % at 9.4 µM. 340,000 tested, 0.15% active; in the data active means inhibition above about 12%;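 further: human Keap1 Kelch domain with fluorescein labeled Nrf2 9mer peptide probe; 0% = neutral control wells and 100% = peptide positive control; higher means more block of Keap1 binding to Nrf2 peptide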
cardiac RTF act – cardiac RTF calcium sensitivity activators, primary screen, biochemical, IANBD-TnC fluorescence, EC20 calcium | Troponin I, cardiac muscle (Homo sapiens) + Troponin T, cardiac muscle (Homo sapiens) + … | IANBD-labeled TnC RTF fluorescence at EC20 calcium; 0% EC20 calcium, 100% full calcium | activation, % at 7.2 µM | 340,000 tested, 0.24% active | AID 493008, 2010;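 active means activation above the mean over all tested compounds plus 3 SD, cut at about 30% in these data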;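 further: rise in fluorescence read as greater calcium sensitivity of cardiac thin filaments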
Cardiac RTF inh – cardiac RTF calcium sensitivity inhibitors, primary screen, biochemical, IANBD-TnC fluorescence, EC70 calcium | IANBD-labeled cardiac RTF, Ca2+ fluorescence | Troponin I, cardiac muscle (Homo sapiens) + Troponin T, cardiac muscle (Homo sapiens) + … | inhibition, % at 7.15 µM | 340,000 tested, 0.12% active | AID 493244, 2011;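 active means inhibition above the mean inhibition of all tested compounds plus 3 SD, cut at about 17% in these data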;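 further: assay run at fixed EC70 calcium of 1.6 mM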
HTR5A inv ctr – HTR5A inverse agonists in luminescence cell assay, primary screen, counter-screen for OPRM1-OPRD1 heterodimer inverse agonist project, full-deck HTS; 5-hydroxytryptamine receptor 5A (Homo sapiens), P47898; inhibition, % at 9.3 µM; 340,000 tested, 0.083% active; HTR5A cell line, inverse agonism; AID 504634, 2011; in the data active means inhibition mostly above about 23%, no sharp cut-off; inactive means mostly below about 18%;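 further: 0% = cells with DMSO and 100% = no-cell wells with DMSO; some compounds called inactive have numbers as strong as hits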
OPRM1-OPRD1 inv – inverse agonists of MOR-DOR heterodimerization, primary screen, cell-based, luminescence; Mu-type opioid receptor (Homo sapiens) + Delta-type opioid receptor (Homo sapiens), …; cell-based MOR-DOR heterodimer luminescence, inverse agonism; inhibition, % at 9.3 µM; 340,000 tested, 0.21% active; AID 504357, 2011; in the data active means inhibition above about 22%, passing the limit was not always enough;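 further: 0% = cells with DMSO and 100% = wells without cells with DMSO; values of inactives mirror those of a sister screen read the other way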
Numbers without * were called inactive; . = not tested or not shown.

SMILES	HTR5A ag	OPRM1-OPRD1 ag	LANA DNA inh	CAL-PDZ inh HTS	V-ATPase pHluor	Keap1-Nrf2 PPI	cardiac RTF act	Cardiac RTF inh	HTR5A inv ctr	OPRM1-OPRD1 inv
COc1ccccc1NS(=O)(=O)c1cccc(NC(=O)c2nc3nc(C)cc(C)n3n2)c1	-10	-0.9	-1.2	-5	-1	-2	-1	-9	26	4
Cn1c(=O)c2c(nc(SCC(=O)NCC3CCCO3)n2Cc2ccc(F)cc2)n(C)c1=O (configuration not stated)	3	-0.8	3.0	-3	0	1	0	-5	-7	4
Cc1cc(C)nc(SCc2c(F)cccc2Cl)n1	10	2.5	5.5	5	-1	0	-4	-5	-36	-13
Cn1ncc(C#N)c1/N=C/N1CCOCC1	4	-1.6	0.3	-3	10	-5	-5	-6	-7	9
O=C(c1ccc(N2CCN(C(=O)c3ccccc3Br)CC2)cc1)c1cccc(F)c1	7	2.2	0.2	4	-7	-11	2	-6	-12	-12
Fc1cccc(CCN2C(=S)NC[C@@H]2CC2CCCCC2)c1	2	1.2	1.8	1	-2	2	-3	7	-7	-7
CCn1cc(Cl)c(C(=O)NNC(=O)CCn2nc(C)c([N+](=O)[O-])c2C)n1	3	-2.5	1.3	-5	0	-6	3	-6	-11	14
CCOc1ccc(N(CC(=O)NCc2ccccc2)C(=O)Cn2nnc(-c3ccc(C)o3)n2)cc1	2	0.8	2.2	-3	-2	0	-3	-16	-7	-7
CC(CNC(=O)c1cc(COc2ccc3ncccc3c2)on1)c1ccccc1 (configuration not stated)	3	-0.5	0.9	0	-4	1	1	2	-7	3
CN(Cc1ccon1)C(=O)CC1C(=O)NCCN1CC1CCCCC1 (configuration not stated)	0	-4.2	3.2	-7	0	-1	5	-7	-14	20
CC1=NN(Cc2ccccc2)C(=O)/C1=C\c1ccc(N(C)C)cc1	4	-2.0	-2.0	-2	3	-4	1	2	-34	12
COc1ccc2[nH]cc(/C=C/c3cc[n+](C)cc3)c2c1	1	1.5	-12	-1	8	-27	12	-19	-3	-7
CCOC(=O)N1C(=O)[C@@](c2ccc(Cl)cc2)(C(C)C)N1C(=O)OCC	-2	3.1	0.9	-2	2	-41	-4	10	0	-14
COc1ccc(NC(=S)N(CCN(C)C)Cc2cccs2)cc1	2	-1.1	-3.7	1	-2	-2	-2	-1	-36	5
O=C(Nc1ccc(Cl)c(Cl)c1)c1ccncc1	-1	-2.1	-0.1	-2	1	1	0	4	-7	11
Cc1nnc(SCC(=O)N2CCc3ccccc3C2)s1	8	-2.5	-0.9	-2	-2	-1	-4	1	-23	15
O=C(CSC1=NCCS1)Nc1ccc(S(=O)(=O)NC2CCCCC2)cc1	0	1.1	-0.8	-6	-1	2	2	6	23	-6
COc1ccc(C(C(=O)NC2CCCC2)N(CCN(C)C)C(=O)c2snc(C(N)=O)c2N)cc1 (configuration not stated)	0	-1.9	0.1	2	-2	-3	-1	-6	7	9
CNC(=O)CSc1n[nH]c(-c2cc(Cl)ccc2OC)n1	3	-1.5	-1.8	5	-2	-4	2	-18	4	7
COc1ccc(NC2CCCN(C(=O)CCCN3CCCCC3=O)C2)cc1 (configuration not stated)	3	-1.7	-2.3	-10	0	1	2	-1	-13	9
CN(C)c1ccc(S(=O)(=O)N2CCCCC2)cc1NC(=O)CCNC(=O)c1ccc(Cl)cc1	6	-2.4	0.9	4	3	-2	-5	3	-15	10
COCCCNC(=S)N1CCN(c2nc(-c3cccc(OC)c3)cs2)CC1	2	1.2	1.6	-1	0	-1	-1	-8	-6	-6
CCC(C)c1ccc(NC(=S)NC(C)C2CCCO2)cc1 (configuration not stated)	-3	0.8	0.7	0	-1	-3	0	7	-1	-4
Clc1ccc(Nc2nc(N3CCOCC3)nc(N3CCOCC3)n2)cc1Cl	7	-1.3	0.3	-1	3	2	-5	-2	-25	7
CCN1C(=O)[C@H]2[C@@H](c3ccc(C)cc3)N3C(=O)N(c4ccccc4)C(=O)[C@@]3(Cc3ccccc3)[C@H]2C1=O	4	-1.6	-1.9	0	0	-1	2	-29	-12	9
O=C(COc1ccccc1[N+](=O)[O-])OCC(=O)c1ccc(Br)s1	-4	-4.3	0.6	1	2	-9	2	-6	15	21
C[N+]1(CCCOC(=O)C2(c3ccccc3)CCCC2)CCOCC1	-1	-2.8	-2.5	-3	0	-2	-2	-6	-9	15
Cc1cccc(Oc2ncnc3onc(C)c23)c1C	-5	-2.3	1.5	1	-2	-1	-6	-3	13	10
O=C(CCCn1c(=O)c2sccc2n(Cc2ccc(F)cc2)c1=O)NCc1ccco1	0	-1.4	0.4	8	4	-2	-1	1	-15	7
CCN1CCN(C(=S)NCC2CCCO2)CC1 (configuration not stated)	-2	-1.9	-0.7	.	-2	-3	0	5	-7	9
Cc1ccc(C)c(OCCC(=O)NNC(=O)Cn2nc(C)cc2C)c1	12*	-1.2	.	-2	0	.	-1	2	-34	6
O=C(O)CSc1cc(NS(=O)(=O)c2ccc(Br)cc2)c2ccccc2c1O	1	4.3	16	13	0	4	-1	-2	-3	-24
Cc1ccc(NNC(=O)CCc2ccccc2)c(C)c1	2	-3.7	-2.5	-6	-2	-1	-4	-4	0	18
COc1ccc(C)cc1N(CC(=O)NC1CCCC1)C(=O)Cn1nnc(-c2ccc(C)o2)n1	-1	-2.3	-0.5	103*	1	1	2	-35	2	12
O=C(NCc1ccccc1)C1CCCN(S(=O)(=O)c2cccs2)C1 (configuration not stated)	6	-0.2	2.0	-3	-1	-3	1	-7	-13	1
Cc1ccc(CN2CCCCC2C(=O)Nc2ccc(Oc3cccnc3)cc2)o1 (configuration not stated)	-1	-0.4	-0.5	-2	-3	-3	-5	12	0	2
O=C1C2CCCCN2C(=O)N1CCN1CCN(c2ccc(F)cc2)CC1 (configuration not stated)	-5	-3.4	-0.7	-2	1	-5	-1	-4	12	17
COC(=O)C1CC23C=CCN4CCC5(c6ccccc6NC15C2C)C43 (configuration not stated)	5	0.4	0.0	-1	2	-4	-1	-10	-18	-2
O=S(=O)(Nc1ccccc1)c1ccc(-c2csnn2)cc1	-3	-2.3	1.5	-5	-3	0	-2	-3	25	12
COc1cc(C2N=C(c3ccccc3)NO2)cc(Br)c1O (configuration not stated)	-4	0.6	-0.1	-2	12	1	-3	-2	15	-3
Cc1cc(NC(=O)COC(=O)c2c(C)c(C)c(C)c(C)c2C)no1	-2	10	1.2	2	-3	0	7	-9	5	-42
CCCCCn1nc(C(=O)OCC(=O)c2c(N)n(C)c(=O)n(C)c2=O)c2ccccc2c1=O	0	-1.9	-0.8	.	0	3	2	-10	5	10
CCc1ccc(OCC(=O)NNC(=O)Cc2ccc(S(=O)(=O)N3CCOCC3)s2)cc1	-6	-2.1	1.7	-4	0	1	-13	0	-10	13
S=C(NCCc1ccccc1)NC1CC1	-2	-2.0	-0.3	-3	-1	-6	5	0	5	10
Cc1ccc(NC(=O)CSc2nnc(C)c(=O)[nH]2)cc1C	5	-1.4	-0.5	-1	-4	-4	7	-16	-12	9
CCN(c1nc(C)cc(OC)n1)S(=O)(=O)c1ccccc1	3	-0.1	-2.1	-3	3	0	1	-6	-7	0
Cc1ccc(C(=O)N/C(=C\c2cccnc2)C(=O)N2CCCC2)cc1	0	1.1	0.5	.	4	-1	3	2	0	-8
Cn1cc(Br)c(NC(=O)/C=C/C(=O)O)n1	4	-1.7	2.3	.	-3	-1	-1	-1	-41	9
Cc1nc(COc2cc3oc(=O)cc(C)c3cc2Cl)cs1	5	-2.3	0.1	-2	0	2	-4	-19	11	12
Cc1ccc(C(=O)Nc2cnc3ccccn3c2=O)cc1	7	-0.1	1.3	1	0	0	-1	-3	-20	1

The list goes on.
SMILES	HTR5A ag	OPRM1-OPRD1 ag	LANA DNA inh	CAL-PDZ inh HTS	V-ATPase pHluor	Keap1-Nrf2 PPI	cardiac RTF act	Cardiac RTF inh	HTR5A inv ctr	OPRM1-OPRD1 inv
CN(C)S(=O)(=O)c1ccc(C(=O)Nc2ccccc2C(=O)NCCCN2CCOCC2)cc1	4	-2.6	-0.2	.	1	4	-2	10	-19	10
CCN(CC)C(=O)c1ccc(Nc2nnc(-c3ccc(O)cc3)c3ccccc23)cc1	6	-1.4	-1.1	0	0	-5	5	-5	-15	7
O=C(CSc1nc2cc(Cl)ccc2o1)NC1CC1	9	-3.9	0.7	0	-1	1	2	1	7	15
COc1ccc(-n2c(SCC(=O)NCC3CCCO3)nc3c(c2=O)SCC3)cc1 (configuration not stated)	-3	-1.9	-2.2	2	0	1	3	-1	8	8
CCC(=O)Nc1c(-c2ccc3ccccc3c2)nc2ccccn12	4	-1.6	1.6	-3	-1	-1	-3	-2	-15	9
CC(C)C1NC(=S)N(Cc2ccccc2)C1=O (configuration not stated)	-2	-1.5	0.1	2	3	-4	10	-3	9	9
Cc1ccc(NC(=O)CCNS(=O)(=O)c2ccccc2F)cc1S(=O)(=O)N1CCOCC1	4	0.1	-2.6	-2	-2	-4	8	-17	-10	-1
C=CCn1c(SCc2ccccc2F)nc2cc(C(=O)O)ccc2c1=O	2	-3.3	0.8	-2	8	-1	-7	-4	-6	17
C[C@H](N)c1nnc(SCC(=O)N(C)C)o1	-1	-2.2	-1.7	-4	4	-3	2	-1	2	12
Cc1ccccc1CCNC(=O)C1CCCN(c2cnccn2)C1 (configuration not stated)	-1	-1.6	-1.3	.	2	0	-2	-7	7	8
Cc1ccccc1-c1ccc(Nc2ccc(N3CCOCC3)cc2)nn1	-3	1.6	-2.1	0	-1	-4	-1	-2	-10	-9
CCOC(=O)N1CCN(c2cc(NCCC(=O)O)c3c4c(onc24)-c2ccccc2C3=O)CC1	-2	3.8	-27	-14	2	-252	24	3	-3	-22
CN(C)CCNC(=O)c1csc(Nc2cccc3ccccc23)n1	1	0.6	2.7	-3	-3	-1	-3	-5	-4	-3
CCc1nnc(NC(=O)CCc2ccccc2OC)s1	8	2.9	1.1	-3	4	2	0	-15	-22	-18
CCCCC(CC)C(=O)NCCCN1CCN(CCCNC(=O)C(CC)CCCC)CC1 (configuration not stated)	8	-1.2	0.0	-4	4	-3	0	2	-13	7
